All columns: NCI-60 one-dose screen, growth in % after 48 h at 10 µM unless noted; 100 = growth as untreated, 0 = no growth, -100 = all killed.
SK-MEL-28 – SK-MEL-28 melanoma. 81,000 tested, 4.1% active. AID 1794761
HS 578T – HS 578T breast cancer; 78,000 tested, 4.1% active; AID 1794788
SK-MEL-5 – SK-MEL-5 melanoma; AID 1794755; 80,000 tested, 6.4% active
MALME-3M – MALME-3M melanoma | 78,000 tested, 5.8% active
SK-MEL-2 – SK-MEL-2 melanoma | 77,000 tested, 4.7% active
T-47D – T-47D breast cancer; 79,000 tested, 5% active; AID 1794792
UACC-257 – UACC-257 melanoma; 78,000 tested, 4.4% active
LOX IMVI – LOX IMVI melanoma; 79,000 tested, 7.4% active; AID 1794757
Active calls of the source: *; nt = no result given; & = joins results of further samples. How the source made its calls: active means growth percent below 10; inactive means the rest.

SMILES | SK-MEL-28 | HS 578T | SK-MEL-5 | MALME-3M | SK-MEL-2 | T-47D | UACC-257 | LOX IMVI
N#CCC(=O)NNc1nc2ccccc2[nH]c1=O | 107 | 94 | 97 | 85 | 103 | 102 | 106 | 97
O=c1oc2ccccc2cc1-c1nn(-c2ccccc2)cc1/C=N/NC(=S)SCc1ccccc1 | 108 | 94 | 95 | 94 | 103 | 78 | 98 | 78
CCN(CC)CCOc1ccccc1-n1c(C)ccc1-c1ccccc1 | 119 | 83 | 91 | 89 | 102 | 92 | 100 | 88
Cc1nn(-c2ccc(F)cc2)c2nc(N)nc(N)c12 | 105 | 103 | 99 | 108 | 96 | 103 | 119 | 98
CC(=O)c1ccc(NC(=O)c2cc(-c3ccccc3Cl)oc2C)cc1 | 103 | 104 | 96 | 107 | 111 | 93 | 104 | 94
O=C(COc1cccc2cccnc12)Nc1ccc(C(=O)/C=C/c2ccc(Cl)cc2)cc1 | 101 | 99 | 84 | 108 | 96 | 75 | 100 | 48
Cc1nc2nc(N)[nH]c(=O)c2nc1C | 103 | 97 | 98 | 107 | 99 | 82 | 106 | 98
CCCCCCC/C=C\CCCCCCCCc1nc(-c2cc(OC)c(OC)c(OC)c2)no1 | 104 | 101 | 99 | 103 | 105 | 89 | 101 | 101
CN(C)CCOc1ccccc1Cc1cccc(Cl)c1 | 104 | 96 | 90 | 96 | 108 | 90 | 94 | 88
COc1cc2c(c(OC)c1OC)CCC(c1cccc(C(=O)NC(C)C)c1)O2 (stereo not given) | 102 | 78 | 98 | 101 | 101 | 77 | 101 | 105
COc1ccc(-c2cc(-c3nnc(SCC(=O)Nc4ccc(C(C)=O)cc4)o3)c3cc(OC)ccc3n2)cc1 | 109 | 94 | 102 | 105 | 110 | 101 | 95 | 100
CN(C)c1ccc(-c2ccc(-c3ccc(C(=N)N)c(F)c3)s2)cc1 | 75 | 102 | -65* | 71 | -0.4* | -60* | 111 | nt
O=c1[nH]c2[nH]c(S(=O)(=O)O)nc(=S)c2[nH]1 | 109 | 111 | 101 | 97 | 96 | 84 | 82 | 99
O=C(NCc1cccc(Cl)c1)C1=NOC(Cc2nc3ccccc3[nH]2)C1 (stereo not given) | 118 | 103 | 104 | 92 | 113 | 91 | 104 | 95
COc1ccc(C2(c3ccc(OC)cc3)c3ccccc3C(=O)c3ccccc32)cc1 | 105 | 98 | 97 | 99 | 86 | 80 | 91 | 93
CN1C[C@@H](c2ccc(Cl)cc2)[C@]2(NC(=S)N(c3ccc(F)cc3)C2=O)[C@@]12C(=O)Nc1ccc(Br)cc12 | 92 | 87 | 64 | 103 | 63 | 46 | 63 | 67
CCOC(=O)c1cnn(CC(O)c2ccccc2)c1NC(=O)c1ccc(F)cc1 (stereo not given) | 106 | 99 | 97 | 98 | 108 | nt | 91 | 100
O=c1/c(=C/c2cccs2)sc2nc3ccccc3n12 | 97 | 93 | 99 | 92 | 126 | 76 | 111 | 86
O=C(CN1C(=O)NC(c2ccccc2)(c2ccccc2)C1=O)c1ccc(N2CCCC2)cc1 | 74 | 88 | 71 | 72 | 91 | 81 | 86 | 74
CCCCC/C=C/CCC(=O)N[C@H]1[C@H](Oc2c3cc4cc2Oc2ccc(cc2Cl)[C@@H](O[C@@H]2O[C@H](CO)[C@@H](O)[C@H](O)[C@H]2NC(C)=O)[C@@H]2NC(=O)[C@H](NC(=O)[C@@H]4NC(=O)[C@H]4NC(=O)[C@@H](Cc5ccc(c(Cl)c5)O3)NC(=O)[C@@H](N)c3ccc(O)c(c3)Oc3cc(O)cc4c3)c3ccc(O)c(c3)-c3c(O[C@H]4O[C@H](CO)[C@@H](O)[C@H](O)[C@@H]4O)cc(O)cc3[C@H](C(=O)O)NC2=O)O[C@H](CO)[C@H](O)[C@@H]1O | 119 | 50 | 108 | 108 | 112 | 119 | 89 | 91
COc1c(F)ccc(C(=O)Nc2ccc3nc(NC(=O)C4CCCN(S(=O)(=O)c5ccc(Br)cc5)C4)sc3c2)c1F (stereo not given) | 90 | 59 | 77 | 83 | 77 | 60 | 84 | 23
Nc1ccccc1SC(CC(=O)c1ccccc1)c1ccccc1 (stereo not given) | 109&98 | 103&98 | 94&93 | 97&103 | 98&104 | 97&85 | 102&94 | 81&61
CS(=O)(=O)c1ccc(-c2nn(-c3ccc(F)cc3)cc2/C=N/NC(=O)c2nc(N)n[nH]2)cc1 | 107 | 106 | 103 | 88 | 105 | 101 | 102 | 95
COc1ccc(-c2nc3sc4c(c3c(=O)[nH]2)CCCC4)c2ccccc12 | -5.2* | -0.4* | 18 | 42 | 29 | nt | 57 | 27
CSCCC(NC(=O)OCc1ccccc1)C(=O)NC(Cc1c[nH]c2ccccc12)C(=O)O (stereo not given) | 110 | 109 | 99 | nt | nt | 104 | 94 | 101
COc1ccc(C2C3=C(COC3=O)N(CCO)c3cc4c(cc32)OCCO4)cc1OC (stereo not given) | 49 | -11* | 21 | 42 | 55 | 26 | 44 | 42
NC(=O)[C@@H](Cc1ccc(Nc2nc(CN3CCN(C(=O)c4ccccc4)CC3)cs2)cc1)NC(=O)c1ccccc1C(=O)c1ccccc1 | 112 | 94 | nt | 108 | 101 | 104 | 90 | 103
O=c1cc(Cc2cn3ccccc3nc2=O)c2cc(Cl)ccc2o1 | 101 | 101 | 101 | 104 | 92 | 94 | 96 | 95
COc1cc2c(/C=C3\C(=O)Nc4ccc(Br)cc43)c(Cl)n(C)c2cc1C | 56 | 40 | -3.0* | 22 | 30 | 64 | 29 | 9.9*
CC[C@H](Nc1nc(C)nc(N)c1C#N)c1nc2cccc(NCc3ccc(C(=O)NO)cc3)c2c(=O)n1-c1ccccc1 | nt | 22 | -20* | 2.9* | 67 | 0.8* | -4.0* | -60*
CSc1ncc(Br)c(Nc2ccc(C)cc2)n1 | 114 | 92 | 97 | 117 | 107 | 96 | 100 | 92
N#Cc1c(NCc2ccc(N3CCN(c4ccccc4)CC3)cc2)oc(-c2ccccc2)c1-c1ccccc1 | 92 | 56 | 66 | 90 | 112 | 81 | 95 | 55
Oc1c(Cl)cc(Cl)c(Cl)c1CN1CCOCC1 | 110 | 100 | 103 | 124 | 105 | 103 | 103 | 98
CC(=O)n1nc(C(=O)OCCC(C)C)c2cc3c(cc21)OCO3 | 105 | 92 | 96 | 84 | 96 | 78 | 95 | 98
CC(=O)c1ccc2c(c1)C(C)(C)C(C)CC2(C)C (stereo not given) | 106 | 104 | 103 | 87 | 98 | 97 | nt | 98
O=C(CSc1nc2sc3c(c2c(=O)n1-c1ccc(Cl)cc1)CCCC3)NNC(=O)Nc1ccc(Cl)c(C(F)(F)F)c1 | 54 | 69 | 35 | 23 | -9.3* | -34* | 47 | 1.3*

Only SK-MEL-28, for some of the entries so far:
molecule,SK-MEL-28
N#Cc1c(NCc2ccc(N3CCN(c4ccccc4)CC3)cc2)oc(-c2ccccc2)c1-c1ccccc1,92
Oc1c(Cl)cc(Cl)c(Cl)c1CN1CCOCC1,110

Remaining list, next part.
SMILES | SK-MEL-28 | HS 578T | SK-MEL-5 | MALME-3M | SK-MEL-2 | T-47D | UACC-257 | LOX IMVI
CC(C)CCC[C@@H](C)[C@H]1CC[C@H]2[C@@H]3CC=C4c5sc(N(C)c6ccccc6)nc5CC[C@]4(C)[C@H]3CC[C@]12C | 110 | 94 | 99 | 101 | 111 | 95 | 95 | 93
Cc1ccc(C2C(C#N)=C(N)Oc3n[nH]c(-c4ccc(Cl)cc4)c32)cc1C (stereo not given) | 117 | 98 | nt | 113 | 102 | 92 | 96 | 102
COc1ccc(C2=NN(c3ccc(S(N)(=O)=O)cc3)C(=O)CC2)cc1 | 124 | 106 | 95 | 111 | 100 | 75 | 88 | 97
OCC1OC(O)C(F)C(O)C1O (stereo not given) | 104 | 113 | 104 | 86 | 108 | 95 | 104 | 99
Cc1[nH]c2ccccc2c1CCNC(=O)c1ccc(-c2cnc[nH]2)cc1 | 98 | 89 | 96 | 88 | 101 | 103 | 102 | 103
Cn1c(=O)cc(NC(=O)CN2CCN(c3cc4c(cc3F)c(=O)c(C(=O)O)cn4C3CC3)CC2)[nH]c1=O | 107 | 103 | 101 | 104 | 107 | 107 | 100 | 99
Cc1cc(O)cc(C)c1N | 107 | 106 | 104 | 98 | 96 | 100 | 107 | 96
Cc1nn(C)c2ncnc(Nc3ccc(Cl)cc3)c12 | 107 | 105 | 98 | 107 | 107 | 78 | 102 | 102
C=C1CCC(C(=O)CC)Cc2nc(C)ccc21 (stereo not given) | 112 | 106 | 99 | 108 | 104 | 100 | 101 | 96
O=C(OCCO)c1ccccc1 | 95 | nt | 107 | 90 | 86 | 106 | 81 | 101
CCn1c(SCC(=O)N/N=C(\C)c2ccc(Cl)cc2)nc2c1c(=O)n(C)c(=O)n2C | 111 | 94 | 99 | 100 | 116 | 98 | 103 | 95
O=S(=O)(NCCCNc1nccc(-c2c(-c3cccc(O)c3)nc3occn23)n1)c1ccc(F)cc1 | 34 | 82 | 36 | 18 | 51 | 56 | 20 | 44
COc1ccc(-c2nc(Nc3ccc(S(N)(=O)=O)cc3)c3ccccc3n2)cc1 | 112 | 72 | 73 | 88 | 117 | 71 | 110 | 39
CC(C)C(C(=O)O)c1ccccc1 (stereo not given) | 105 | 121 | 104 | 92 | 80 | 95 | 93 | 95
Clc1ccc(CSc2ncnc(SCc3ccc(Cl)cc3Cl)c2Cl)c(Cl)c1 | 103 | 102 | 100 | 88 | 109 | 104 | 86 | 95
O=C(CC(=O)C(F)(F)C(F)(F)C(F)(F)F)c1cccs1 | 101 | nt | 103 | 111 | 94 | 101 | 93 | nt
COc1cc(NCCN(C(C)C)C(C)C)c2ncccc2c1 | 97 | 88 | 92 | 118 | 112 | nt | 108 | 75
CCOC(=O)c1ccc2c(c1)c1c(C)c3cnccc3c(C)c1n2C | -98* | -28* | -99* | -91* | -89* | -23* | -42* | -62*
Nc1nc2c(c3ncccc13)C(c1cccc(Br)c1)Cc1ncccc1-2 (stereo not given) | 55 | 37 | 32 | 58 | 3.1* | 29 | 38 | 39
O/N=C(/c1ccccc1)c1ccc2c3c(cccc13)CC2 | 87&93 | 90&94 | 91&98 | 92&88 | 93&96 | 94&86 | 87&83 | 89&90
Cc1ccc(S(=O)(=O)OC[C@@H]2CO2)cc1 | 107 | 109 | 99 | 111 | 89 | 74 | 85 | 99
CCN(CC)CCOCC[C@H]1CC[C@H]2[C@@H]3[C@H](C)Cc4cc(OS(N)(=O)=O)ccc4[C@H]3CC[C@]12C | -91* | -45* | -90* | -68* | nt | -46* | nt | -65*

Compound profiles (already shown). Order of values: SK-MEL-28 | HS 578T | SK-MEL-5 | MALME-3M | SK-MEL-2 | T-47D | UACC-257 | LOX IMVI
Entry for Nc1nc2c(c3ncccc13)C(c1cccc(Br)c1)Cc1ncccc1-2 (stereo not given) = 55 | 37 | 32 | 58 | 3.1* | 29 | 38 | 39
Entry for CC(C)C(C(=O)O)c1ccccc1 (stereo not given) = 105 | 121 | 104 | 92 | 80 | 95 | 93 | 95
Entry for Clc1ccc(CSc2ncnc(SCc3ccc(Cl)cc3Cl)c2Cl)c(Cl)c1 = 103 | 102 | 100 | 88 | 109 | 104 | 86 | 95
Entry for O=C(CC(=O)C(F)(F)C(F)(F)C(F)(F)F)c1cccs1 = 101 | nt | 103 | 111 | 94 | 101 | 93 | nt
Entry for O/N=C(/c1ccccc1)c1ccc2c3c(cccc13)CC2 = 87&93 | 90&94 | 91&98 | 92&88 | 93&96 | 94&86 | 87&83 | 89&90

Screens deposited in PubChem BioAssay by NCI.
